GPR7 antag – blocks human GPR7 receptor signaling. P48145. GPR7-expressing cells, fluorescence antagonist assay. inhibition, % at 4.4 µM. hit rate 1.1% among 290,000; in the data active means inhibition above about 16%, passing the limit was not always enough;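 further: cells stimulated with the agonist NPW; 0% = agonist with vehicle and 100% = vehicle without agonist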
Target sequence (P48145 whole entry, looked up): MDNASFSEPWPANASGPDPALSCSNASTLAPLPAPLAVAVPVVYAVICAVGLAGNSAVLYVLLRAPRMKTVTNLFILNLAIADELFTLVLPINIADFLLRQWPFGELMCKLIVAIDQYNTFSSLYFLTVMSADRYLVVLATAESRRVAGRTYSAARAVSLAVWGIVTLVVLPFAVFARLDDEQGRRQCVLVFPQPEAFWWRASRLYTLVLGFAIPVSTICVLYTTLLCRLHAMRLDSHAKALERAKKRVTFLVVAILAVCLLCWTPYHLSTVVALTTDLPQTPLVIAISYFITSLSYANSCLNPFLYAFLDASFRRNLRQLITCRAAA
NALP1 yeast inh – inhibitors of NALP1 inflammasome in yeast; S. cerevisiae NALP1/ASC/caspase-1 growth, X-gal OD620, 72 h; inhibition, % at 10 µM; hit rate 0.61% among 280,000; AID 2071; in the data active means inhibition mostly above about 24%, no sharp cut-off; inactive means mostly below about 32%; further: some compounds called inactive have numbers as strong as hits
MEKK2 mut-MEK5 – signal of MEK5 binding to mutant human MEKK2 PB1 domain | bead flow cytometry, Alexa488-MEK5 binding to MEKK2 mutant | percent response, % at 10 µM | hit rate 0.35% among 290,000; in the data active means percent response above about 24%, passing the limit was not always enough; further: inactives centre near 1; some results filed as inactive read as strong as hits; reference of the scale not given here
PHOSPHO1 inh – PHOSPHO1 (human) inhibition. AID 1565. Q8TCT1. recombinant PHOSPHO1, absorbance phosphatase assay. inhibition, % at 13.3 µM. hit rate 1.1% among 290,000; in the data active means inhibition above about 60%
MEKK3 PB1 HTS – modulators (inhibitors or enhancers) of MEK5 binding to human MEKK3 PB1 domain; Q99759; bead-based flow cytometry, Alexa488-MEK5 binding to MEKK3; actives lie on both sides; 0 = blocked by unlabeled MEK5, 100 = vehicle; binding response (% of control), % at 10 µM; hit rate 1.4% among 290,000; AID 1529;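 active means binding response more than 3 SD above or below the average of its plate-row segment, actives on both sides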;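 further: Alexa488 bead fluorescence after subtracting the streptavidin-only scavenger bead signal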
Target sequence (Q99759 whole entry, looked up, the tested form may be a part): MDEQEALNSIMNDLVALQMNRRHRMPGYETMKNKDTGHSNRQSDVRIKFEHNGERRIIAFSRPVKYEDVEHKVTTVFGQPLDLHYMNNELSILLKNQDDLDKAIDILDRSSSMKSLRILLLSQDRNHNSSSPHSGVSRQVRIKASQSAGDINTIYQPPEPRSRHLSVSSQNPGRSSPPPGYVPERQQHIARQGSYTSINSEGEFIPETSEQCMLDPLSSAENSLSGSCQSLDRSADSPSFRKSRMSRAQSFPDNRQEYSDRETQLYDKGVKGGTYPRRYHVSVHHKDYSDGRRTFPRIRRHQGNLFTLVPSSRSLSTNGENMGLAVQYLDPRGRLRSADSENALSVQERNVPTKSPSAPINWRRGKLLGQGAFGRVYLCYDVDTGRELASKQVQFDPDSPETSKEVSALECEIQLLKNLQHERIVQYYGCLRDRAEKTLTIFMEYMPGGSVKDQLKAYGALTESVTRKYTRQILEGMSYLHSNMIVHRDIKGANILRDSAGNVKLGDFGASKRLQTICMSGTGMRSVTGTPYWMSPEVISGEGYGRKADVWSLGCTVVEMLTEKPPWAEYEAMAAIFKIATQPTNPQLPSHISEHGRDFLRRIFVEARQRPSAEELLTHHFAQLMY
MEKK2wt PB1 HTS – raises or lowers MEK5 binding to wildtype human MEKK2 PB1 domain; Q9Y2U5; binding response (% of control), % at 10 µM; hit rate 1.1% among 290,000; bead flow cytometry, Alexa488-MEK5 binding to MEKK2 WT; actives lie on both sides; AID 1531; in the data active means binding response below about 67% or above about 130%
OXTR ag – activates the human oxytocin receptor; P30559; CHO-OTR cells, Fluo-8 calcium fluorescence; normalized: DMSO 0%, oxytocin 100%; activation, % at 3 µM; hit rate 0.32% among 320,000;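 active means activation above the mean of all tested compounds plus 3 SD, cutoff set per screening run, cut at about 20% in these data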;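 further: peak over basal fluorescence ratio from a 100 s FLIPR kinetic read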
DNA FID counter – counter-screen for HCV NS3 helicase inhibitors: DNA intercalator displacement; DNA fluorescent intercalator displacement, fluorescence; inhibition, % at 7.9 µM; hit rate 0.17% among 290,000; AID 1845; in the data active means inhibition above about 37%;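 further: 0% = vehicle and 100% = reference compound; higher means more ethidium bromide displaced from hairpin DNA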
PfM18AAP inh – PfM18AAP enzyme inhibition; recombinant PfM18AAP, H-Glu-NHMec fluorogenic cleavage; inhibition, % at 7.35 µM; hit rate 1.2% among 290,000;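 active means inhibition above the campaign mean inhibition over all tested compounds plus 3 SD, cut at about 28% in these data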;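 further: 0% = plate median of test compound wells and 100% = 2 mM ZnCl2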
* hit, by the source's call; nt = not tested or not shown; [ ] = another dose, or the depositor's remark. Outcome played no part in choosing rows; any-hit rate near 6.2%.

SMILES	GPR7 antag	NALP1 yeast inh	MEKK2 mut-MEK5	PHOSPHO1 inh	MEKK3 PB1 HTS	MEKK2wt PB1 HTS	OXTR ag	DNA FID counter	PfM18AAP inh
C/C=C/c1ccc(OCCCCN(C)Cc2ccccc2)c(OC)c1	14	28	7	-2	107	139*	6.2	18	-7
CC(OCCN(C)C)C(=O)C12CC3CC(CC(C3)C1)C2 (stereo unspecified)	-12	4	13	24	104	106	-0.8	2	-3
CN1C(=O)C(/C(N)=N/NC(=O)c2ccccc2)C2CC1(C)Oc1ccccc12 (stereo unspecified)	99*	19	0	16	92	92	0.0	-9	7
O=C(Nc1c2ccccc2nc2ccccc12)C(Cl)(Cl)Cl	-11	5	7	36	100	97	1.3	38*	7
Cc1ccccc1NS(=O)(=O)c1ccc(C(=O)N2CCN(c3ccccn3)CC2)cc1	10	4	-8	16	96	93	13	-23	5
CCC(=O)NNC(=O)CCC(=O)Nc1cccc(Cl)c1C	8	9	-13	-16	65	77	-0.6	-5	2
CCc1ccc2c(c1)C(c1ccc([N+](=O)[O-])cc1)=NNC(c1ccc(F)cc1)=N2	-8	37	1	29	101	97	-1.6	1	-1
CCc1[nH]nc(C(=O)N/N=C/c2ccncc2)c1C	-6	0	5	9	99	106	0.2	-5	5
CN1CCN(CC#CCC(O)(c2ccccc2)c2ccccc2)CC1	3	11	18	20	122	127	0.7	9	-14
CN(C)CCN1C(=O)C(=O)/C(=C(/O)c2ccc(S(=O)(=O)N3CCOCC3)cc2)C1c1ccc(F)cc1 (stereo unspecified)	-13	16	5	15	101	104	0.3	-9	-4
CN(C)S(=O)(=O)c1ccc2[nH]cc(/C=C/c3nc4ccccc4c(=O)n3-c3ccccc3)c2c1	-3	12	2	24	104	94	0.4	2	1
Cc1ccc(C2C3=C(CC(C)(C)CC3=O)N(CCN3CCOCC3)C3=C2C(=O)CC(C)(C)C3)cc1	-4	-1	-1	14	102	103	-0.1	-30	-6
O=C(O)c1cccc(COc2ccc(CO)cc2Cl)c1	nt	41	5	-6	103	103	1.0	nt	nt
CC(=O)c1c(C)[nH]c(C(=O)Nc2nc(-c3ccc(Cl)cc3)cs2)c1C	-2	20	1	11	100	98	8.7	1	1
Cc1ccc(CNCC2CCCO2)s1 (stereo unspecified)	-16	3	2	4	99	106	-0.6	2	-2
CC1(C)NC(=O)N(CCOc2ccc([N+](=O)[O-])cc2)C1=O	20	-4	-40	20	42*[inhibitor]	49	-0.4	5	-3
Cc1ccsc1/C=N/n1c(COc2ccccc2)n[nH]c1=S	-1	15	0	49	106	103	-2.5	-17	12
C/C(=C\C(=O)c1cccnc1)Nc1ccc(C)c(C)c1	-8	15	-2	-4	98	97	-0.7	2	1
CCC(=O)c1ccc(N2CCN(C(=O)COc3ccccc3F)CC2)c(F)c1	11	1	-1	19	99	99	6.5	-12	-2
[O-]/[N+](=C\c1ccc(F)cc1)c1ccccc1	8	3	1	7	103	96	0.6	-2	6
CCCC(=O)n1nc(-c2cccnc2)nc1NCc1cccs1	-11	-2	13	-19	104	112	nt	1	3
O=C(Nc1ccc(Cl)cc1)Nc1ccc2c(c1)OCO2	24	9	10	23	108	106	6.5	1	-7
CCOc1ccc(CCNC(=O)CCS(=O)(=O)c2ccc(Br)cc2)cc1OCC	-6	20	3	24	103	104	-2.4	-33	2
O=CNn1cnc2c(oc3nc(-c4ccccc4)cc(-c4ccco4)c32)c1=O	-6	28	0	-5	109	104	0.7	-4	-11
Cc1ccc(-c2cn(S(=O)(=O)c3cccc([N+](=O)[O-])c3)nc2N)cc1	-1	-6	-6	23	91	94	-0.7	6	-4
COc1ccc(S(=O)(=O)/C(C#N)=C/Nc2cccc(F)c2)cc1	-4	13	4	42	106	104	3.2	-13	-5
COC(=O)c1ccc(-n2c(C)cc(C(=O)CSc3ccc(NC(C)=O)cc3)c2C)cc1	10	32	1	2	97	105	2.0	-28	5
COc1cccc(NC(=O)C2Cc3ccccc3CN2C(=O)c2ccco2)c1 (stereo unspecified)	1	20	-2	28	103	100	-0.3	-20	-8
CC1CCc2nc(NC(=O)c3ccc(N4C(=O)CCC4=O)cc3)sc2C1 (stereo unspecified)	-6	4	4	14	101	105	4.0	-23	4
COc1ccc(COC(=O)c2c(C)nn(-c3ccccc3)c2Cl)cc1	-15	13	6	-82	105	111	2.4	-33	-8
CN(C(=O)c1ccc2c(c1)CCN2S(C)(=O)=O)c1ccccc1	2	10	-12	-5	52	66	1.8	-9	2
O=C(OCC(=O)N1CCN(c2ccccc2)CC1)c1cccc(Cl)c1	-2	20	2	-5	107	96	-1.9	-15	-4
CC(=O)Nc1cc(C(=O)N2CCc3ccccc3C2)ccc1Sc1ccc(F)cc1	7	34	-1	-5	112	109	3.4	-37	-7
CCCS(=O)(=O)N1CCCC(C(=O)N2CCN(c3ccccn3)CC2)C1 (stereo unspecified)	-11	-2	-12	27	83	95	-0.2	-18	0
CCC1CCCCN1C(=O)COc1c(Br)cc(Br)c2cccnc12 (stereo unspecified)	3	0	-12	10	90	84	0.3	-34	-6
O=C(NNC(=O)C12CC3CC(CC(O)(C3)C1)C2)c1csc(N2CCOCC2)n1	-14	3	7	10	103	106	0.2	-7	-12
Cc1cc(NC(=O)CCC2CCCCC2)no1	13	12	1	29	113	96	-1.6	0	1
NC(=O)c1cc([N+](=O)[O-])ccc1NCCc1ccccc1	-7	0	6	nt	103	104	nt	-8	3
CC(C)(C)C(=O)NCC12C=CC(O1)C1C(=O)N(c3ccccc3)C(=O)C12 (stereo unspecified)	-11	4	5	-16	105	106	1.1	-1	-16
O=C(Nc1ccc2c(c1)OCO2)C1CCN(S(=O)(=O)Cc2ccccc2)CC1	2	14	nt	17	nt	nt	-0.9	-19	9
COc1cc(S(=O)(=O)NCc2ccc3c(c2)OCO3)ccc1F	15	-5	-1	nt	95	94	1.5	-2	-2
c1cnc2c(Oc3ncnc4sccc34)cccc2c1	-14	7	19	-7	102	114	-0.5	-1	2
CCN(CC)C(=O)c1c(-c2ccccc2)oc2ccc(OC)cc12	-24	29	-4	-7	81	87	-2.1	-29	6
CCOC(=O)N1CCN(C(=O)c2ccc3c(=O)n(Cc4ccccc4OC)c(=S)[nH]c3c2)CC1	12	-5	3	18	105	104	1.1	-3	6
Cn1c(COc2ccc([N+](=O)[O-])cc2)nnc1SCC(=O)NCC1CCCO1 (stereo unspecified)	13	-2	0	19	101	93	1.0	-7	-5
C=CCn1c(-c2cc(OC)c(OC)c(OC)c2)n[nH]c1=S	-11	-20	-5	-4	84	91	-0.6	-8	3
CC(=O)N1CCN(c2ccc(NCc3cccs3)cc2)CC1	-8	6	6	5	95	101	1.1	-10	18
CC(=O)N1c2ccc(S(=O)(=O)N3CCC(C(=O)NCCc4ccc(Cl)cc4)CC3)cc2CC1C (stereo unspecified)	-7	13	2	15	100	105	9.7	-47	-7
Cc1nc(/C(N)=N/OC(=O)c2cccc(Cl)c2)c(C(F)(F)F)o1	-14	-1	8	28	99	102	-2.3	-6	-2
COc1cc(/C=C2\SC(=O)NC2=O)ccc1Oc1cnccn1	-5	-4	10	35	107	108	-0.2	-6	-5
CCOC(=O)c1ccc(CNS(=O)(=O)c2c(C)ccc3nsnc23)o1	-3	6	4	-3	104	101	0.2	-4	0
CC(C)C[C@H](NC(=O)C1CC(=O)N(c2ccc3c(c2)OCO3)C1)C(=O)NCc1ccco1 (stereo partly specified)	-10	10	5	33	107	115	-1.1	-18	24
CC(C)C[C@H](NC(=O)c1nc[nH]c1C(=O)N[C@@H](CCCCNC(=O)OC(C)(C)C)C(=O)OC(C)(C)C)C(=O)OC(C)(C)C	nt	18	-3	31	103	85	-0.8	nt	nt
NS(=O)(=O)c1cc(C(=O)Nc2ccc3c(c2)CCC3)ccc1Cl	-13	10	-3	-2	99	98	2.4	-6	3
C=CCn1c(Cc2csc(N)n2)nnc1SCC(=O)OCC	2	7	-3	20	102	102	0.6	-29	3
COc1ccc(CN2CCn3ncc(C(=O)Nc4cc(C)cc(C)c4)c3C2=O)cc1	-4	8	-4	-11	101	100	4.4	-9	-8
CN(C)Cc1c(O)ccc2occ(C(O)c3ccccc3)c12 (stereo unspecified)	-2	23	11	9	104	104	3.1	6	-8
COc1ccc(S(=O)(=O)N(C)c2ccc(C(=O)NCc3ccccn3)cc2)cc1OC	-11	11	8	23	107	105	0.1	-39	-11
CCOCCOC(=O)C1=C(C)N(C)C(=O)NC1c1cc(Cl)c(O)c(OC)c1 (stereo unspecified)	9	10	-8	21	98	94	0.4	-2	4
CCC(C(=O)Nc1nc(C)cs1)c1ccccc1 (stereo unspecified)	-19	6	0	0	96	98	-2.2	-3	-8

Entries of single compounds from above:
Listed for CC(C)C[C@H](NC(=O)C1CC(=O)N(c2ccc3c(c2)OCO3)C1)C(=O)NCc1ccco1 (stereo partly specified) : GPR7 antag = -10; NALP1 yeast inh = 10; MEKK2 mut-MEK5 = 5; PHOSPHO1 inh = 33; MEKK3 PB1 HTS = 107; MEKK2wt PB1 HTS = 115; OXTR ag = -1.1; DNA FID counter = -18; PfM18AAP inh = 24
Listed for COc1cc(/C=C2\SC(=O)NC2=O)ccc1Oc1cnccn1 : GPR7 antag = -5; NALP1 yeast inh = -4; MEKK2 mut-MEK5 = 10; PHOSPHO1 inh = 35; MEKK3 PB1 HTS = 107; MEKK2wt PB1 HTS = 108; OXTR ag = -0.2; DNA FID counter = -6; PfM18AAP inh = -5

Looked up by compound from the list above:
SMILES	GPR7 antag	NALP1 yeast inh	MEKK2 mut-MEK5	PHOSPHO1 inh	MEKK3 PB1 HTS	MEKK2wt PB1 HTS	OXTR ag	DNA FID counter	PfM18AAP inh
CCOC(=O)c1ccc(CNS(=O)(=O)c2c(C)ccc3nsnc23)o1	-3	6	4	-3	104	101	0.2	-4	0
CN(C)Cc1c(O)ccc2occ(C(O)c3ccccc3)c12 (stereo unspecified)	-2	23	11	9	104	104	3.1	6	-8

The listing continues.
SMILES	GPR7 antag	NALP1 yeast inh	MEKK2 mut-MEK5	PHOSPHO1 inh	MEKK3 PB1 HTS	MEKK2wt PB1 HTS	OXTR ag	DNA FID counter	PfM18AAP inh
Cc1sc(NC(=O)c2cccc([N+](=O)[O-])c2)c(C(N)=O)c1-c1ccc(C(C)(C)C)cc1	-2	nt	-3	5	91	87	0.0	-1	10
CC(C)(C)n1nc2c(c1NC(=O)CCCc1ccccc1)CS(=O)C2 (stereo unspecified)	-13	-17	8	-12	110	109	-1.0	-5	-1
CC(C)(CNC(=O)Cc1ccc(Cl)cc1Cl)N1CCCCC1	-9	14	6	32	99	107	-0.1	-2	-1
Cc1nn(Cc2ccccc2)c(Cl)c1C(=O)NC(C)(C)C	-8	22	-2	7	95	98	0.6	-10	2
Nc1nonc1C(=O)NC(c1ccccc1)c1ccccc1	-4	-3	1	-20	106	104	-2.0	-8	4
O=C(C1=C[C@@H](C2CCCCC2)C[C@@H](OCCCCO)O1)N1CCN(Cc2ccc3c(c2)OCO3)CC1	-10	1	8	-4	100	103	-0.2	-33	4
c1ccc2cc(Cn3ccnc3)ccc2c1	13	nt	5	nt	103	104	-0.1	-2	-14
Cc1ccc(N(Cc2cc(=O)[nH]c3ccccc23)C(=O)C(C)C)cc1	-17	-2	5	24	102	103	-0.6	-34	1
CCNC(=O)COC(=O)/C=C/c1c(C)nn(Cc2cccc(OC)c2)c1Cl	-12	-14	6	39	101	101	6.7	-25	3
CCCc1cc(=O)n2[nH]c(Cc3ccccc3)nc2n1	18*	33	3	4	101	104	-0.9	-1	-3
CC12CCC(C(=O)Nc3cc(F)ccc3F)(CC1=O)C2(C)C (stereo unspecified)	-4	-5	-1	26	99	97	-1.3	-3	1
O=c1cc(Cl)[nH]c(=O)n1Cc1ccc(F)cc1	-8	-3	1	38	98	98	0.3	3	3
CCOc1ccc(CC2NCCc3cc(OCC)c(OCC)cc32)cc1OCC (stereo unspecified)	-8	11	-1	37	101	101	1.1	-7	0
CCn1c2ccccc2c2cc([N+](=O)[O-])ccc21	-8	-19	-1	-19	101	95	-2.4	7	3
